Screens deposited in PubChem by several laboratories.
FXIa inh 1536 – inhibitors of human coagulation factor XIa | P03951 | purified FXIa, Boc-Glu-Ala-Arg-AMC fluorogenic substrate | inhibition, % at 5 µM | actives 0.14% (n = 220,000) | AID 798;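 active means inhibition of at least 40%; inactive means inhibition below 40%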;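 further: fluorescence of freed AMC excited at 355 nm; 0% = enzyme without compound and 100% = no enzyme blank; many of its hits are not listed in these tables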
Target sequence (P03951 19-387 limits assumed): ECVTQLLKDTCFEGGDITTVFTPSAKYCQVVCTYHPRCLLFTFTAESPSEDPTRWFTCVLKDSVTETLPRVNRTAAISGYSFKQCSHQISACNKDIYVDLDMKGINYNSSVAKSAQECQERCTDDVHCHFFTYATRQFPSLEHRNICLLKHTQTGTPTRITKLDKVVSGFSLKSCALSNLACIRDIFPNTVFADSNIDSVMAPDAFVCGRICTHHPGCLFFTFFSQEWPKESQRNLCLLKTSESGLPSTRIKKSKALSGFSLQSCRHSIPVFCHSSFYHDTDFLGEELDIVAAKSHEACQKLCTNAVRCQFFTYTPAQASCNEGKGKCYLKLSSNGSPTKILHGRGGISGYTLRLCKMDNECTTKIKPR
Target sequence (P03951 388-625 limits assumed): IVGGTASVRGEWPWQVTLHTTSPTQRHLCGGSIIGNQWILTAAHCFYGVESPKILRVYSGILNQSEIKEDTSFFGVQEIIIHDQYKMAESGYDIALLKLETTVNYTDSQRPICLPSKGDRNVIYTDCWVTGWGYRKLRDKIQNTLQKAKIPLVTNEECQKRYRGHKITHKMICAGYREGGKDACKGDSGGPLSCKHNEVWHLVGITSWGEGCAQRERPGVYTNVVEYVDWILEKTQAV
FXIIa inh 1536 – factor XIIa (human) inhibition; P00748; purified FXIIa, Boc-QGR-AMC fluorogenic substrate, 2 h; inhibition, % at 5 µM; actives 0.3% (n = 220,000); in the data active means inhibition above about 40%;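 further: 0% = enzyme with no compound and 100% = blank without enzyme; many of its hits are not listed in these tables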
KLK5 inh – blocks human kallikrein 5 protease activity; Q9Y337; recombinant hK5, fluorogenic AMC substrate cleavage; inhibition, % at 5 µM; actives 0.59% (n = 210,000); AID 873;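 active means inhibition of 40% or more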;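 further: 0% = enzyme controls without compound and 100% = no-enzyme blanks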
L929 necroptosis – L929 zVAD cell death inhibition. L929 zVAD necroptosis rescue, ATP luminescence, 24 h; with zVAD 60 µM. viability rescue, % at 10 µM. actives 0.38% (n = 220,000);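 active means activation, scaled between plate controls, above about 75%, limit read from the data; inactive means activation under that limit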;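 further: 0% = zVAD with DMSO and 100% = DMSO alone without zVAD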
Thrombin inh – inhibitors of human thrombin; alpha-thrombin, Boc-VPR-AMC fluorogenic substrate cleavage; inhibition, % at 5 µM; actives 0.26% (n = 220,000);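 active means inhibition at or above 40%; inactive means inhibition below 40%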;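 further: 0% = enzyme with no compound and 100% = wells without enzyme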
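Material: human alpha-thrombin protein. Incubation: reaction at ambient temperature. Technique: fluorescence of released AMC, ex 355 nm, em 460 nm. Control set: no-compound enzyme wells and no-enzyme blanks. Also added: Boc-VPR-AMC substrate, 15 µM final. Buffer or medium: pH 7.5 Tris (50 mM) with NaCl 150 mM, Tween 20 0.05%.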
TNF necrop inh – TNF-alpha cell death inhibition in Jurkat FADD-/- cells | Jurkat FADD-/- TNF necroptosis rescue, ATP luminescence, 24 h; 0 = TNF only, 100 = no-TNF cells | activation (protection from cell death), % at 10 µM | actives 0.068% (n = 220,000) | AID 463075;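 active means activation, meaning protection from cell death, of at least 50% relative to plate controls; inactive means activation below 50%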;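 further: necroptosis triggered by 40 ng/mL TNF-alpha added together with compound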
Cl transport mod – KCC2 (human) Cl- transport modulation. AID 1456. KCC2 cells, thallium flux FluoZin-2 fluorescence. actives 2.2% (n = 190,000). Q9H2X9. B-score of Tl+ flux slope (higher = more flux/activation; lower = inhibition) at 10 µM;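 active means thallium flux slope and its plate-corrected score both differing from the plate sample mean at a set confidence after two filtering rounds, in either direction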;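 further: slope of fluorescence scaled to starting intensity during 10 to 20 s after thallium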
Hck-Nef inh – human Hck-Nef kinase inhibition; Recombinant Hck-YEEI plus Nef, Z-Lyte FRET kinase assay; inhibition, % at 20 µM; actives 0.68% (n = 220,000);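 active means Hck-Nef kinase inhibition above about 50%, limit read from the data; inactive means inhibition below that limit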;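 further: 0% = DMSO with Hck plus Nef and 100% = Hck alone without Nef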
Rad51 HR inh – Rad51 (human) homologous recombination inhibition; AID 1385; actives 0.085% (n = 200,000); hRad51 DNA strand exchange, fluorescence dequenching; inhibition, % at 10 µM;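 active means inhibition above 40% at the single screening dose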;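 further: 0% = DMSO control wells and 100% = blanks with heterologous ssDNA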
Target sequence (Q06609 whole entry, looked up): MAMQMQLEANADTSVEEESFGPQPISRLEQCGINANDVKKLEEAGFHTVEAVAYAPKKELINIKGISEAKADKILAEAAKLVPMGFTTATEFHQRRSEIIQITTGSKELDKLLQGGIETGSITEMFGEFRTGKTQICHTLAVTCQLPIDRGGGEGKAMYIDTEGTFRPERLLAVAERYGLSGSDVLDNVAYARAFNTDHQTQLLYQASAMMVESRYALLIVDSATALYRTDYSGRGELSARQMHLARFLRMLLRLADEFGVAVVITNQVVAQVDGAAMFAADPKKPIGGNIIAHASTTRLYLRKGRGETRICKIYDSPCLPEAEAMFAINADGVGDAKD
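System: human Rad51 nucleoprotein filaments preassembled on unlabelled ssDNA. Reagent: labelled 47-mer dsDNA for strand exchange. Schedule: 30-min compound preincubation and 15-min exchange, both room temperature. Measured by: FRET fluorescence dequenching, excitation 485 nm, emission 520 nm. Read-out: Fluorescence-based percent inhibition, control- and blank-normalised. Benchmarks: plate controls and plate blanks.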
The depositor's hits bear a star; · = no result given. A portion of the library. The share of hits here may be higher or lower than overall.

SMILES	FXIa inh 1536	FXIIa inh 1536	KLK5 inh	L929 necroptosis	Thrombin inh	TNF necrop inh	Cl transport mod	Hck-Nef inh	Rad51 HR inh
OC1(c2ccc(F)cc2)CCN(Cc2nnnn2Cc2cccs2)CC1	2	11	36	-0.2	61*	1.3	-1.6	-4	1
O=C(CCCSc1nc2ccccc2[nH]1)Nc1nnc(C2CC2)s1	-4	3	-2	1.6	-3	0.6	-0.31	18	·
Cc1c(C(=O)Nc2nc3ccccc3[nH]2)cccc1[N+](=O)[O-]	-1	9	-12	1.3	-7	2.7	0.43	3	-2
CN(C)S(=O)(=O)c1cc(NC(=O)COC(=O)c2ccc3c(c2)OCO3)ccc1Cl	4	13	-10	0.8	-6	0.3	-0.16	3	1
Clc1ccc(N/N=C/c2cccnc2)cc1	2	10	-6	2.0	-12	4.5	-0.74	1	-2
Cc1noc(NS(=O)(=O)c2ccc(NC(=O)CCn3c(=O)oc4ccccc43)cc2)c1C	-4	6	-10	-0.3	-3	1.5	0.092	-8	1
COc1ccc(N2CCN(c3ncnc4c3[nH]c3ccccc34)CC2)cc1	-1	12	-2	0.7	-1	-4.2	0.22	1	-6
Clc1ccc(-n2cccc2)cn1	11	20	18	0.5	16	0.4	1	-21	-3
Cc1ccc(-c2nc(CS(=O)CC(=O)NC3CCCC3)c(C)o2)cc1 (stereo unspecified)	3	12	-3	1.4	4	-2.8	·	1	0
N#C/C(=C\c1cccs1)C(=O)NCc1ccco1	3	9	-5	1.2	1	1.9	-0.18	1	·
CCc1cc(=O)oc2cc(C)c(CN3CCCC3)c(O)c12	-4	14	-22	0.3	-11	0.0	0.47	1	-6
COc1cc(/C=C/C2=CC(C)(C)NC(=S)N2)cc(OC)c1OC	1	12	1	1.4	0	-1.4	0.1	12	0
O=C1c2ccccc2-c2c1cccc2C(=O)N1CCCCCC1	2	19	2	-0.4	3	1.0	0.83	0	·
CC(C)C[C@H](NC(=O)NC1CCCc2ccccc21)C(=O)O (stereo partly specified)	-8	8	-6	0.7	1	0.6	-1.3	12	8
Cc1ccc(/C=N/n2cc(-c3ccccc3)[nH]c2=S)s1	-18	-1	-18	-1.3	1	-3.9	33*	17	5
CCCn1nc(NC(=O)C2CCCO2)c2cc3cc(C)ccc3nc21 (stereo unspecified)	-10	-13	-32	-0.1	-11	-1.8	-2.9	40	4
Cn1nnc2cc(C(=O)Nc3ccccc3)ccc21	-1	3	1	0.7	-18	0.1	0.47	16	3
CN(CC(=O)NCc1cccc(F)c1)C(=O)c1ccco1	0	6	-19	-0.4	-4	-1.3	0.25	-1	5
COc1ccc(S(=O)(=O)N2CCOCC2)cc1NC(=O)CSc1nnc2c(n1)[nH]c1ccccc12	3	5	7	0.3	1	0.2	0.69	30	6
O=C(Cn1[nH]c(=O)c2ccccc2c1=O)NNC(=O)c1ccccc1	0	6	2	-0.2	5	-0.7	-0.062	26	7
COc1cccc(CNC(=O)C(CCSC)NS(=O)(=O)c2ccc3c(c2)oc(=O)n3C)c1 (stereo unspecified)	-10	9	-25	-0.1	-3	-1.6	-0.014	3	-1
COc1cc(C(C)=O)ccc1OCC(O)CN(CCO)Cc1ccccc1 (stereo unspecified)	-2	8	-4	0.1	-14	1.2	0.47	15	6
CCOC(=O)c1ccc(NC(=O)CC2NCCNC2=O)cc1 (stereo unspecified)	5	15	2	0.4	7	-0.7	0.0057	-1	-1
CN(C)c1ccc(N=Nc2ccccc2C(=O)OCC(=O)Nc2ccccc2C(F)(F)F)cc1	-3	-1	-6	1.9	-9	2.9	-0.26	2	8
COc1ccc(C2CCCN2C(=O)Nc2ccc(Cl)cc2)cc1OC (stereo unspecified)	2	15	-1	0.7	3	-1.4	-3.3*	0	3
CC(C)(O)C#Cc1ccc(C(=O)NCCC(=O)O)s1	-1	·	1	1.5	-6	-0.4	0.49	-48	-1
COc1c(Cl)cc(Cl)cc1C(=O)n1nc(C)cc1C	5	9	2	1.4	1	-1.1	0.41	-7	4
COc1ccc(OC)c(NC=C2C(=O)OC(C)(C)OC2=O)c1	8	19	3	0.0	5	-3.9	0.0037	0	-10
O=C(N/N=C/c1cc([N+](=O)[O-])cc([N+](=O)[O-])c1O)/C(=C\c1cccs1)NC(=O)c1ccccc1	11	9	-71	0.9	4	2.4	-0.014	2	·
Cc1cccc(C(=O)N/N=C/c2cc(Br)c(Br)o2)c1	5	14	-7	0.2	-1	0.4	0.061	3	-1
CCC(=O)Nc1cccc(-n2nnnc2SCC(=O)N2CCCCC2)c1	-3	4	-5	-0.3	3	1.0	-1.1	3	27
O=C(NCC1CCCO1)c1cccc(Oc2ccc([N+](=O)[O-])cc2Cl)c1 (stereo unspecified)	1	9	-3	1.8	0	0.1	0.32	18	13
COCC(=O)Nc1ccc(Br)cc1C	1	13	2	-0.6	-1	-0.4	-0.18	-15	13
Cc1cccc(-c2nnc(NC(=O)c3ccc(Cl)cc3)o2)c1	3	20	-85	-0.4	4	0.1	91*	1	0
CC(=O)c1ccc(OCC(=O)c2ccc(-c3ccccc3)cc2)cc1	-4	5	-9	0.8	-14	1.4	-2.5	3	5
COCCNC(=O)c1ccc(NC(=O)C2(c3ccccc3)CCCC2)cc1	-5	-9	-24	-0.2	1	0.4	-0.97	8	-1
CCS(=O)(=O)N1CCN(c2ncnc3sc(C)c(C)c23)CC1	-3	7	-12	1.3	-2	0.6	-1.2	22	8
CC(=O)Nc1ccnc(-c2cccnc2)n1	4	4	-4	0.4	1	-3.4	1.2	2	1
Cc1nc(SCC(N)=O)[nH]c(=O)c1CCC(C)C	3	12	-11	-0.3	-1	-1.7	-0.26	-6	-3
O=C1NC(=O)C2(COC(c3cccc([N+](=O)[O-])c3)OC2)S1 (stereo unspecified)	-3	6	0	-0.4	-4	0.0	-0.33	-7	4
O=c1c2ccccc2nc(-c2ccc(Cl)cc2)n1C1CCS(=O)(=O)C1 (stereo unspecified)	·	·	·	-0.2	·	-2.2	0.43	-2	-4
COc1ccc(-c2cc(N3C(=O)Nc4ccccc4N3O)n[nH]2)c(OC)c1	-9	4	-7	2.5	-5	-0.2	0.13	19	-11
Cc1ccc(OCCOCCNC(C)C)c(Br)c1	-3	12	5	-0.2	-2	-3.0	-0.99	2	-12
Clc1cccc(N2CCN(CCNc3nc4ccccc4n4cnnc34)CC2)c1	-18	-13	-10	2.1	-4	1.3	0.01	-14	-6
COc1cc(/C=C/C(=O)Nc2ccc3[nH]c(=O)[nH]c3c2)cc(OC)c1OC	4	14	·	1.2	4	-0.8	0.88	17	·
CCOc1ccc(CN2CCN(Cc3cccc4c3OCO4)CC2CCO)cc1 (stereo unspecified)	0	7	·	-0.3	-3	1.1	-0.38	6	-12
c1ncn(C23CC4CC(CC(C4)C2)C3)n1	6	12	-7	·	2	0.0	-0.67	3	·
COC(=O)Nc1ncc(CN2C(=O)c3ccccc3C2=O)s1	8	19	-13	-0.2	-8	-0.2	-0.34	-9	-6
N/C(=N\OC(=O)CCCOc1ccccc1)c1cccc([N+](=O)[O-])c1	-7	-2	-11	-0.1	-5	-0.2	0.31	-7	-3
Cc1nnc(SCC(=O)NCCN2C(=O)CSC2=O)n1-c1ccccc1	2	·	7	1.4	2	-0.2	2	-15	3
Cc1ccccc1NC(=O)C(NC1CCCCC1)C(C)C (stereo unspecified)	14	6	-1	-0.1	-9	0.4	-1.6	17	2
CCOC(=O)c1csc(-c2sccc2Br)n1	-7	7	-2	-0.2	-1	-1.5	-1.1	5	-7
CC1CCN(C(=O)C(Cc2ccccc2)NS(=O)(=O)c2ccc3c(c2)oc(=O)n3C)CC1 (stereo unspecified)	-4	7	-21	-1.1	-7	-0.1	·	2	6
N#Cc1c(N)nc(SCc2ccncc2)c(C#N)c1-c1cccs1	-1	18	-4	2.5	3	-1.5	0.36	0	12
CC(NC(=O)c1ccc(Br)cc1Br)c1ccccc1 (stereo unspecified)	-1	12	4	0.8	-5	1.2	·	25	-11
CSc1nc(-c2ccc(Cl)cc2)c(C#N)c(=O)[nH]1	-2	7	-1	1.3	-3	0.7	-1.9	21	4
COC(=O)c1cn(C(=O)c2ccc(Br)o2)c2ccccc12	-3	13	-5	-0.5	7	-1.1	-0.29	-14	-6
CC(C)OP(=O)(OC(C)C)C1(O)C(=O)Nc2ccccc21 (stereo unspecified)	-1	7	-24	0.2	-2	-2.0	·	2	-3
CCOc1ccc(Cn2ccnc2)cc1[N+](=O)[O-]	10	15	115*	0.3	14	0.7	0.12	0	-7
Cc1cnc(C(=O)NCc2ccc(Cl)cc2Cl)cn1	2	11	3	0.2	2	1.7	0.46	11	1
Going on with the list:
SMILES	FXIa inh 1536	FXIIa inh 1536	KLK5 inh	L929 necroptosis	Thrombin inh	TNF necrop inh	Cl transport mod	Hck-Nef inh	Rad51 HR inh
Cc1cc(C)c(S(=O)(=O)Nc2ccc(O)cc2)cc1C	-6	10	26	-0.3	0	-0.5	-0.16	1	-9
Cn1c(=O)n(C)c2cc(S(=O)(=O)NCCOCCO)ccc21	-9	-21	-10	-0.2	2	0.8	0.013	2	3
COc1ccc(CC(=O)NCCc2ccc(S(N)(=O)=O)cc2)cc1	-7	-5	-29	0.0	-9	0.6	1.9	0	·
COc1cccc(C(=O)/C=C/Nc2ccc(S(=O)(=O)Nc3cccc(C(C)=O)c3)cc2)c1	-1	13	-11	0.0	3	-14	-1.1	2	-4
Cc1ccc(OCCn2cnc3ccccc3c2=O)c([N+](=O)[O-])c1	4	7	-12	-0.3	-2	2.5	0.085	7	·
C=CCC(Nc1ccccc1)C12C=CC(O1)C(C(=O)OC)=C2C(=O)OC (stereo unspecified)	-6	0	-8	0.1	-5	-16	0.4	6	10
C/C(=N\N=C\c1cccc(F)c1)c1nnn(-c2nonc2N)c1C	0	-4	-10	0.3	-11	2.2	0.77	2	0
Cc1ccc(OCC(=O)NN2C(=O)c3ccccc3C2=O)c(C)c1	-1	10	-29	-0.1	-2	-3.1	·	2	-4
O=C(c1ccc(N2CCCCS2(=O)=O)cc1)N1CCN(c2ccc(N3CCOCC3)nn2)CC1	-4	5	-78	2.5	-12	0.8	0.91	-6	·
Cc1ccc(NC(=O)c2cc(-c3ccc(C)o3)nc3ccccc23)nc1	3	12	11	0.4	0	-2.7	-0.31	0	6
CCCC1=Nc2cc(C(=O)NCc3ccco3)ccc2Sc2ccccc21	11	19	-12	-0.3	-5	-6.0	-0.18	10	5

An excerpt of these results, comma-delimited.
canonical_smiles,FXIa inh 1536,FXIIa inh 1536,KLK5 inh,L929 necroptosis,Thrombin inh,TNF necrop inh,Cl transport mod,Hck-Nef inh,Rad51 HR inh
Cn1c(=O)n(C)c2cc(S(=O)(=O)NCCOCCO)ccc21,-9,-21,-10,-0.2,2,0.8,0.013,2,3
COc1ccc(CC(=O)NCCc2ccc(S(N)(=O)=O)cc2)cc1,-7,-5,-29,0.0,-9,0.6,1.9,0,·
COc1cccc(C(=O)/C=C/Nc2ccc(S(=O)(=O)Nc3cccc(C(C)=O)c3)cc2)c1,-1,13,-11,0.0,3,-14,-1.1,2,-4
Cc1ccc(OCCn2cnc3ccccc3c2=O)c([N+](=O)[O-])c1,4,7,-12,-0.3,-2,2.5,0.085,7,·
